Compound activity (PubChem)
USP2a block = qHTS Assay for Inhibitors of Ubiquitin-specific Protease USP2a Using CHOP2 as the Reporter; Ubiquitin carboxyl-terminal hydrolase 2 (Homo sapiens), O75604; USP2 core, Ub-CHOP2 coupled fluorogenic reporter, 485/531; Potency, µM (top dose mostly 38.3 µM), for the others: at the top dose activity change, negative = inhibition, most hits filed as inhibitors; 330,000 compounds, 0.01% hits; AID 463254, 2010;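 note: potency is the fitted concentration of half-maximal effect; plate controls were DMSO wells for no effect and full inhibition by NEM control for full effect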
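USP2 core (10nM final) preincubated 30min RT with compound in 20mM Tris-HCl pH 8.0, 2mM CaCl2, 2mM beta-mercaptoethanol, 0.05% CHAPS; 25nM Ub-CHOP2 plus 25nM reporter substrate added, fluorescence (Ex485/Em531) read after 60min.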
Mito fusion act = qHTS Assay for Small Molecule Inhibitors of Mitochondrial Division or Activators of Mitochondrial Fusion; Potency, µM (top dose mostly 46.1 µM), for the others: at the top dose growth rescue (activation), most hits filed as activators; 320,000 compounds, 0.23% hits; S. cerevisiae fusion-defective mutant growth rescue, CellTiterGlo 48 h;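 note: potency is the fitted concentration of half-maximal effect; % of control where 0% means no effect; nearly all actives have a fitted effect of over 45% in size; temperature-sensitive fusion mutants such as fzo1-1 at 37 °C on non-fermentable ethanol glycerol medium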
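Temperature-sensitive fusion-defective S. cerevisiae (e.g. fzo1-1, mgm1-5) were grown with compound in YPEG medium (3% ethanol, 3% glycerol) for 48 hours at 37C. Growth rescue was measured as viability by CellTiterGlo luminescence after 10 minutes at ambient.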
TSHR antagonist = Antagonists of the Thyroid Stimulating Hormone Receptor: HTS campaign; activity change, negative = inhibition, % at 11.5 µM; 330,000 compounds, 0.2% hits; TSHR-expressing cells, TSH-stimulated cAMP HTRF, 2 h; active compounds read low; AID 504810, 2011; Thyrotropin receptor (Homo sapiens), P16473;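 active = activity change below a set negative limit, meaning inhibition stronger than a set level, cut at about -70% in these data; inconclusive = activity change between two set negative limits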; note: % is set by controls: 0 for no effect and ±100 for the full control effect
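TSHR-expressing cells, 200/well, pre-treated with compound, then stimulated with EC80 TSH (4nM final) for 2 hours at 37 deg C. cAMP measured by competitive HTRF: anti-cAMP cryptate antibody in lysis buffer plus cAMP-d2, read after 30 minutes at room temperature.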
hERG WT inh = qHTS for Inhibitors of KCHN2 3.1: Wildtype qHTS; Voltage-gated inwardly rectifying potassium channel KCNH2 (Homo sapiens), Q12809; U2OS, BacMam KCNH2, thallium flux FluxOr; active compounds read low; activity change, % at 1.84 µM; 340,000 compounds, 0.37% hits;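 active = maximum activity change below -70%; inconclusive = maximum activity change between -70% and -50%; inactive = maximum activity change above -50%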; note: % is set by controls: 0 for no effect and ±100 for the full control effect
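U2OS cells were transduced with wild-type KCNH2 virus (2.03 x 10^8 / mL) for 4 h at room temperature, then cultured overnight at 37 C. Thallium flux was read with FluxOr dye. Rate constants were normalized to DMSO controls.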
Eya2 phos inh = qHTS Assay for Inhibitors of the Phosphatase Activity of Eya2. AID 488837, 2010. recombinant Eya2, OMFP fluorescence dephosphorylation (OMFP is methylfluorescein phosphate). Potency, µM (highest dose often 76.9 µM), for the others: at the top dose activity, negative = inhibition, most hits filed as inhibitors. 330,000 compounds, 0.006% hits. Protein phosphatase EYA2 (Homo sapiens), O00167; note: potency is the fitted concentration of half-maximal effect; % is set by controls: 0 for no effect and ±100 for the full control effect
Target sequence (O00167 whole entry, looked up): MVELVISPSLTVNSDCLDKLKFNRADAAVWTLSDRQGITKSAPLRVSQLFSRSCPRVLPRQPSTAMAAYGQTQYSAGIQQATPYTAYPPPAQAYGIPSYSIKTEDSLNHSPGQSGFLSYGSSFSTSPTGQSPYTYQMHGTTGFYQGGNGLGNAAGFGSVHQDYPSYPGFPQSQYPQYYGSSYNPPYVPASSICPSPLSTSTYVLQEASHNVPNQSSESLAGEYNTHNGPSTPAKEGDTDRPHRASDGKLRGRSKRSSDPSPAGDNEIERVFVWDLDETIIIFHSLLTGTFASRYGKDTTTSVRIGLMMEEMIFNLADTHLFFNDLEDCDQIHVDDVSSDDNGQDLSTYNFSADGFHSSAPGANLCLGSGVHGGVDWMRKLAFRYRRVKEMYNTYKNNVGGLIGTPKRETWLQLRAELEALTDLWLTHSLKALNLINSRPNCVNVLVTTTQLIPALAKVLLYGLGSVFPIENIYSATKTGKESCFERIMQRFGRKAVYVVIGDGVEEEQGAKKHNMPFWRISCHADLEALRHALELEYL
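Eya2 protein (added as 0.2 uM solution) was preincubated with compound for 10 min at ambient temperature in 50 mM HEPES pH 7.5, 50 mM NaCl, 5 uM MgCl2, 0.05% BSA, 1 mM DTT. OMFP (added at 50 uM) then reacted 10 min; fluorescence read at 485/525 nm.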
Chronic BCR inh = qHTS Assay to Find Inhibitors of Chronic Active B-Cell Receptor Signaling; ABC-DLBCL IkBa-CBG/CBR reporter, luminescence ratio, 4 h; Potency, µM (series often up to 46.1 µM), for the others: at the highest dose ratio change, negative = lower green/red ratio, hits mostly inhibitors; 340,000 compounds, 0.05% hits; AID 493014, 2011; active = well fitted inhibition curve with a large enough effect in the signal ratio, with a control signal flat, not every such curve was filed as active; inconclusive = small, poorly fitted or top-dose-only effect, or effect the other way, or a change in a side signal; the % refers to the signal ratio;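 note: potency is the fitted concentration of half-maximal effect; plate controls were basal doxycycline-induced cells for no effect and cells given 10 µM MG132 for full effect; MG132 reads +100%, hits lower the ratio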
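Cell line TMD8 (human ABC DLBCL), stably expressing tet-inducible CBG68-IkBa fusion and CBR; IMDM/0.5% FBS; cpd up to 46 uM; dox induction, 4 h, 37C/5% CO2; dual luminescence; green/red ratio; MG132 control.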
Menin MLL FP TR = qHTS Assay for Inhibitors Targeting the Menin-MLL Interaction in MLL Related Leukemias: Competition With Texas Red Labeled MLL-derived Mutant Peptide. Menin + Texas Red MLL mutant peptide, fluorescence polarization. Potency, µM (doses to about 61.6 µM), inactives show at the top dose FP activity change, negative = inhibition, hits mostly inhibitors. 270,000 compounds, 0.23% hits; active = well fitted inhibition curve with a large enough effect in the polarisation, with a control signal flat, not every such curve was filed as active; inconclusive = small, poorly fitted or top-dose-only effect, or effect the other way, or a change in a side signal; inactive = no such curve, though single readings can be large or run the other way; the % refers to the polarisation; note: potency is the fitted concentration of half-maximal effect; % of control where 0% means no effect; many of its hits are not listed in these tables
ASM inhibitor = Inhibitors of Secretory Acid Sphingomyelinase (S-ASM): qHTS | Sphingomyelin phosphodiesterase (Homo sapiens), P17405 | placental ASM, HMU-PC fluorogenic substrate, 60 min | Potency, µM (top dose mostly 57.5 µM), inactives show at the highest dose activity change, negative = inhibition, hits mostly inhibitors | 340,000 compounds, 0.006% hits; note: potency is the fitted concentration of half-maximal effect
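Fluorescence read-out (Ex 386 nm, Em 447 nm) after stopping the reaction at pH 10. Enzyme: ASM from human placenta; substrate HMU-PC0, 9 uM final; 60 min, 37 °C. Compound preincubation 10 min, ambient temperature.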
GALK inh = qHTS Assay for Inhibitors of Human Galactokinase (GALK); P51570; Purified GALK, Kinase-Glo residual ATP luminescence; Potency, µM (doses to about 57.5 µM), inactives show at the top dose activity change, negative = inhibition, actives largely listed as inhibitors; 270,000 compounds, 0.007% hits; AID 1868, 2009; note: potency is the fitted concentration of half-maximal effect; % is set by controls: 0 for no effect and ±100 for the full control effect
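Compounds were pin-transferred into ATP buffer (35 uM final), then GALK plus galactose (5 nM, 100 uM final) was added. After 1 h at room temperature, Kinase-Glo Plus was added and luminescence read after 10 min.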
MBNL1 CUG block = qHTS Assay for Inhibitors of MBNL1-poly(CUG) RNA binding | Muscleblind-like protein 1 (Homo sapiens), Q9NR56 | TR-FRET MBNL1-His/biotin-(CUG)12 binding, 665/545 ratio | Potency, µM (top dose mostly 57.5 µM), inactives show at the top dose activity change, negative = inhibition, usual class: inhibitors | 280,000 compounds, 0.036% hits; active = well fitted inhibition curve with a large enough effect in the signal ratio, with a control signal flat, not every such curve was filed as active; inconclusive = small, poorly fitted or top-dose-only effect, or effect the other way, or a change in a side signal; inactive = no such curve, though single readings can be large or run the other way; the % refers to the signal ratio; note: potency is the fitted concentration of half-maximal effect; % is set by controls: 0 for no effect and ±100 for the full control effect
Target sequence (Q9NR56 whole entry, looked up): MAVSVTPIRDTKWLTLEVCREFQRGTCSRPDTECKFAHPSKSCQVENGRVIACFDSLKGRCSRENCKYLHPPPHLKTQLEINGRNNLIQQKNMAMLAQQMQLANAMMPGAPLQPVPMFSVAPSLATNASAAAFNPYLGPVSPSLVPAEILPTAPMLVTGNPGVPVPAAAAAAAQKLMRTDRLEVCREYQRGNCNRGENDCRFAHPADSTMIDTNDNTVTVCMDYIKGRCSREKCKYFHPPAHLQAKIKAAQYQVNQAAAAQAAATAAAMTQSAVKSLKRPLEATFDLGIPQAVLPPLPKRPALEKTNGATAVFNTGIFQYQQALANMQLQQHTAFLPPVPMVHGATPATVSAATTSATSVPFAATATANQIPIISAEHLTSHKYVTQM
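Compounds (final 92 nM to 58 uM) are added to His-tagged MBNL1 and biotin-(CUG)12, then terbium anti-His antibody and streptavidin-XL665 (5 nM final). After 60 min at room temperature, the 665/545 nm ratio is read.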
PKM2 act = qHTS Assay for Activators of Human Muscle isoform 2 Pyruvate Kinase | purified PKM2, Kinase-Glo ATP luminescence, activation; response scale: 0% is enzyme alone, no compound | Potency, µM (series often up to 57.5 µM), for the others: top-dose activation, hits mostly activators | 260,000 compounds, 0.34% hits | AID 1631, 2009; note: potency is the fitted concentration of half-maximal effect; % is set by controls: 0 for no effect and ±100 for the full control effect; nearly all actives have a fitted effect of over 55% in size
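Purified hPK-M2 (>95%) run at intermediate activity with 0.1 mM ADP and 0.5 mM PEP in 50 mM imidazole pH 7.2, KCl, MgCl2; 1 h room temperature. ATP formed read by Kinase-Glo luminescence; normalized to uninhibited and no-enzyme controls.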
Numbers without * were called inactive; ? = inconclusive; . = not tested or not shown; [ ] = another dose, or the depositor's remark. Unless noted, calls come from the whole dose curve; as a rule, active = well fitted curve in the direction sought with a large enough effect; inconclusive = small, poorly fitted or top-dose-only effect, or another doubt; inactive = no such curve, though single readings can be large; an effect the other way counts as inactive or inconclusive.

SMILES	USP2a block	Mito fusion act	TSHR antagonist	hERG WT inh	Eya2 phos inh	Chronic BCR inh	Menin MLL FP TR	ASM inhibitor	GALK inh	MBNL1 CUG block	PKM2 act
O=C(Nc1ccn(Cc2ccccc2F)n1)c1ccc(COc2cccc(Br)c2)cc1	-0.7%	8.9%	-17.4	3.4	-15.3%	?	11.5%	-2.9%	0.0%	-5.0%	-4.0%
COCCn1c(C)cc(O)c(C(=O)Nc2cccc(Cl)c2)c1=O	-1.0%	-7.7%	7.1	15.2	6.6%	-3.3%	.	-2.2%	1.8%	-5.8%	.
CCOC(=O)C1=NOC(Cn2cc(C(C)=O)c(=O)[nH]c2=O)C1 (stereo unspecified)	3.3%	14.3%	19.5	20.0	6.1%	?	9.0%	-3.7%	1.7%	.	-1.6%
CCOc1ccc(-c2cnc3n2CCC3)cc1	-1.4%	11.2%	6.4	-10.2	14.7%	-2.6%	-8.6%	2.6%	4.6%	-13.6%	0.7%
COc1ccc(-c2nc3ccccc3c(=O)n2CCN2CCOCC2)cc1	-1.4%	2.0%	-9.0	-18.4	4.7%	?	-23.1%	-0.2%	-2.1%	0.3%	-1.2%
Cc1cc(C(F)(F)F)nn1CC(=O)NCC1CCCO1 (stereo unspecified)	3.0%	-3.0%	-2.1	0.2	-2.0%	-3.5%	1.9%	2.0%	1.1%	-17.0%	-7.2%
Fc1ccc(-c2nc(-c3cnccn3)no2)c(Cl)c1	2.2%	-4.1%	-2.9	0.9	5.9%	?	.	5.2%	1.9%	.	-29.0%
O=c1c([N+](=O)[O-])c(NC2CCCCC2)c2ccccc2n1-c1ccccc1	0.2%	6.6%	4.2	2.6	4.2%	?	-13.2%	-6.5%	-2.2%	?	-0.2%
CCOc1ccccc1OCC(=O)Nc1cc2c(cc1C(=O)O)OCCCO2	1.5%	5.9%	-13.3	18.1	-1.5%	?	14.6%	3.9%	1.1%	-0.4%	0.4%
CCCC(C(=O)Nc1ccc(S(=O)(=O)N2CCOCC2)cc1)c1ccccc1 (stereo unspecified)	-0.3%	14.4%	-1.8	-2.6	0.3%	?	.	-8.2%	.	.	.
COc1ccc(S(=O)(=O)N2CCN(C(=O)c3cnc(C)cn3)CC2)cc1	5.4%	-4.4%	8.3	-2.0	31.9%	?	-4.5%	2.3%	-0.8%	0.1%	6.7%
CCN(CC)S(=O)(=O)c1cccc(C(=O)N[C@H](C(=O)OCC(=O)NC(=O)NC)C(C)C)c1	-1.4%	-0.6%	0.9	-4.1	-27.7%	-0.9%	-23.8%	4.0%	2.1%	2.0%	-0.1%
Cc1ccc(Sc2ncnc3onc(C)c23)cc1	1.6%	-6.6%	-2.2	3.4	21.6%	?	4.0%	13.9%	3.4%	0.2%	-0.3%
O=C1CC(c2cccc(Cl)c2)Cc2nc(N3CCOCC3)ncc21 (stereo unspecified)	-4.7%	14.1%	36.4	2.8	-24.3%	7.0%	-26.8%	-2.1%	-3.9%	-7.2%	-14.1%
CC1CCN(C(=O)COC(=O)CCCN2C(=O)c3cccc4cccc(c34)C2=O)CC1	3.7%	-5.1%	-16.4	-3.1	-10.1%	?	.	0.5%	4.0%	?	.
COc1cc(C2C3=C(CCCC3=O)Nc3[nH]n(-c4ccccc4)c(=O)c32)ccc1OC(C)=O (stereo unspecified)	-3.5%	-4.4%	2.9	-4.7	-13.1%	-13.2%	-12.2%	-1.2%	5.2%	?	-6.2%
N#C/C(=C\c1cccc(Br)c1)C(=O)N1CCCCC1	0.9%	-33.3%[inhibitor]	2.6	-0.9	-6.0%	-12.7%	?	-1.5%	-5.9%	-6.2%	7.6%
CCCn1c(SCCN2CCOCC2)nc2c1c(=O)n(C)c(=O)n2C	3.8%	-0.4%	12.5	-3.9	-5.0%	3.7%	-9.9%	-1.6%	3.8%	-0.3%	0.9%
NNC(=O)c1cc2c(ccc3ccccc32)o1	3.9%	-6.5%	13.7	10.5	-9.0%	?	11.5%	8.7%	2.0%	8.5%	8.8%
O=C(CN1CCN(Cc2ccc(F)cc2)C1=O)NCc1cccs1	-0.9%	-6.2%	-9.6	3.8	-25.6%	1.9%	-11.7%[11.7 µM]	-5.8%	1.9%	-0.1%	0.1%
O=C(Cc1ccccc1)NCCSCc1ccccc1	1.5%	0.5%	4.9	-1.1	4.0%	12.8%	-2.4%	5.5%	1.6%	.	-6.9%
O=C(CSc1nnc(-c2ccncc2)n1Cc1ccco1)Nc1cccc(O)c1	-1.1%	-6.7%	3.7	19.2	-2.8%	10.0%	-0.2%	4.7%	4.0%	10.1%	-2.2%
O=C(Nn1cc(C(=O)Nc2ccccc2F)c2ccccc2c1=O)c1cnccn1	6.3%	?	-4.3	-10.2	16.4%	0.0%	20.5%	1.8%	-0.5%	2.3%	-5.4%
COc1ccc(/C=C/C(=O)N(C)C2(C)CCS(=O)(=O)C2)cc1 (stereo unspecified)	-0.2%	-12.0%	-0.7	-6.3	23.5%	-3.7%	.	2.5%	.	.	.
COc1ccc(N2C(=O)CCC2(C#N)c2ccc(Br)cc2)cc1 (stereo unspecified)	3.7%	3.2%	37.4	-7.2	0.2%	4.1%	-11.7%	1.4%	-1.3%	8.9%	1.4%
Cc1ccc2[nH]c3c(Cl)ncnc3c2c1	-0.5%	-5.9%	5.5	4.9	-3.7%	12.9%	.	173.3%[activator]	4.0%	-6.3%	0.4%
O=C(Nc1ccc(O)cc1)c1ccccc1OCc1ccccc1	-2.9%	2.7%	-7.9	10.9	-7.5%	?	21.6%	-1.9%	0.0%	-3.1%	0.0%
O=C(Oc1cccc2cccnc12)c1ccc2c(c1)OCCO2	3.7%	-2.3%	-1.6	-7.1	11.3%	?	-7.6%	-3.5%	-0.9%	-12.2%	24.2%
O=C(N/N=C/c1ccc2cccc(OCc3ccccc3)c2n1)c1ccc(Br)cc1	3.9%	-0.5%	-2.4	-34.4	16.7%	?	?	327.3%[activator]	.	-12.0%	-1.8%
Cc1ccc(Cn2nc(C)c(/C=N/NC(=O)c3cccnc3)c2C)cc1	2.2%	2.4%	-1.7	-13.3	-7.6%	?	-0.7%	-1.7%	3.4%	-8.8%	2.3%
CC(C)OC(=O)CSc1nc2c(cc1C#N)CCCCC2	-4.1%	0.7%	0.2	-6.7	-6.3%	-1.1%	-0.3%	-0.7%	-2.4%	3.7%	-1.5%
Cc1ccc2c(CN3CCN(S(=O)(=O)c4ccccc4C(F)(F)F)CC3)cc(=O)oc2c1C	0.9%	14.9%	-6.6	-3.6	-9.2%	?	.	-8.6%	.	.	.
CC(C)c1ccc2c(c1)C1Cc3ccccc3C1N2 (stereo unspecified)	-1.8%	1.2%	-5.8	-14.8	4.1%	12.3%	6.5%	8.2%	.	4.2%	10.0%
CCCCc1nnc2c(N(C)S(=O)(=O)c3ccc(C)cc3)nc3ccccc3n12	1.1%	-0.3%	6.2	-21.4	?	9.4%	.	2.7%	2.5%	1.3%	-8.3%
Cc1ccccc1OCC(=O)OCC(=O)Nc1ccc2c(c1)OCCO2	-2.9%	1.4%	6.9	0.5	15.3%	-14.5%	.	1.6%	.	.	.
COc1ccc(C(=O)Nn2cnc3scc(-c4cccs4)c3c2=O)c(O)c1	4.1%	12.6%	5.0	-44.1	7.3%	-2.7%	-7.9%	-9.3%	-5.2%	-2.4%	1.2%
CC(NC(=O)COC(=O)c1ccccc1F)C1CC2CCC1C2 (stereo unspecified)	-2.0%	.	15.3	-11.7	3.3%	2.0%	.	-0.2%	.	.	.

An excerpt; count on the stated rates, not on these rows.
